# High-throughput results from PubChem BioAssay.
# mouse IAP activators = activators of mouse IAP, confirmation, biochemical, luminescence, single concentration (AID 434970); purified mouse IAP, CDP-Star luminescence, 30 min; stronger effect = lower value; activity change, negative = activation, % at 10 µM; 11,000 compounds, 2.9% hits; in the data active = activity change below about -85%;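 note: percent relative to enzyme plus DMSO wells and wells without enzyme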
# mouse IAP activators Fold change = also measured in mouse IAP activators; calls as there; activation factor; measured here: IAP activation factor; stronger effect = higher value;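 fold luminescence change scaled to plate control wells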
# An asterisk follows results filed as active. A portion of the library; count on the stated rates, not on these rows.
SMILES,mouse IAP activators,mouse IAP activators Fold change
Cc1nc2c(cc(Oc3ccc(S(=O)(=O)N4CCOCC4)cn3)c3ccsc32)s1,12,0.88
Cc1ccc(C)c(NC(=O)Cn2nnc(C(=O)NCc3cccs3)c2N)c1,-13,1.1
O=C(CCC(=O)c1cccs1)OCc1nc2ccccc2s1,-8,1.1
O=C(NCCc1ccco1)c1nn(Cc2ccccc2)c(=O)c2ccccc12,3,0.97
OC(COc1cccc2ccccc12)CN1CCCC1 (configuration not stated),4,0.96
CCC1(C)Cc2ccccc2-c2nc(-c3ccccc3)oc(=O)c21 (configuration not stated),4,0.95
CC(C)NC(=O)CSc1nnc(-c2ccncc2)n1-c1ccccc1,-6,1.1
S=c1[nH]nc(COc2ccccc2)n1/N=C/C=C/c1ccco1,58,0.42
COc1ccc(-n2nnnc2SCC(=O)Nc2nc3c(s2)CCCC3)cc1,4,0.96
c1ccc(N2N=C(c3cccs3)CC2c2ccco2)cc1 (configuration not stated),12,0.88
CC(NC(=O)Cc1ccc(F)cc1)c1ccccc1 (configuration not stated),-1,1
Cc1cc(C(=O)Nc2ccc3c(c2)OCCO3)c(C)o1,-10,1.1
COc1ccc(CNC(=S)Nc2ccc(F)c(Cl)c2)cc1OC,-56,1.6
COc1ccccc1N(CC(=O)Nc1ccc2c(c1)OCO2)S(=O)(=O)c1ccccc1,-13,1.1
CNc1cnn(-c2ccccc2)c(=O)c1Cl,10,0.9

# An excerpt from above in order of length of the SMILES, rising:
SMILES,mouse IAP activators,mouse IAP activators Fold change
CNc1cnn(-c2ccccc2)c(=O)c1Cl,10,0.9
OC(COc1cccc2ccccc12)CN1CCCC1 (configuration not stated),4,0.96
CC(NC(=O)Cc1ccc(F)cc1)c1ccccc1 (configuration not stated),-1,1
S=c1[nH]nc(COc2ccccc2)n1/N=C/C=C/c1ccco1,58,0.42

# Not a retest: an excerpt of the list.
SMILES,mouse IAP activators,mouse IAP activators Fold change
CC(NC(=O)Cc1ccc(F)cc1)c1ccccc1 (configuration not stated),-1,1
Cc1cc(C(=O)Nc2ccc3c(c2)OCCO3)c(C)o1,-10,1.1
COc1ccc(CNC(=S)Nc2ccc(F)c(Cl)c2)cc1OC,-56,1.6
COc1ccccc1N(CC(=O)Nc1ccc2c(c1)OCO2)S(=O)(=O)c1ccccc1,-13,1.1
CNc1cnn(-c2ccccc2)c(=O)c1Cl,10,0.9

# Following part
SMILES,mouse IAP activators,mouse IAP activators Fold change
CCc1cccc(OCCOCCN2CCCC2)c1,3,0.97
CCOc1ccc(NC(=O)c2cn(-c3ccc(OCC)cc3)c(=O)c3cc(OC)c(OC)cc23)cc1,-18,1.2
CC(=O)c1ccc(N2CCN(C(=S)Nc3ccccc3)CC2)cc1,5,0.95
N#C/C(=C(/O)Cc1cccc2ccccc12)c1nc2ccccc2s1,5,0.95
CC(C)C(OC(=O)c1ccco1)C(=O)NC1CCCCC1 (configuration not stated),4,0.96
CC[n+]1c(P(=O)([O-])c2ccccc2)[nH]c2ccccc21,9,0.91
N#Cc1c(NC(=O)CSc2nc3ccccc3c(=O)n2Cc2ccco2)sc2c1CCCC2,15,0.85
Cc1ccc(-c2ccc(/C=N\NC(=O)C3C(=O)NCC3c3ccccc3)o2)cc1Cl (configuration not stated),4,0.96
CCN1C(=O)[C@H]2[C@H]3CN=C(SC)N3[C@@](Cc3ccccc3)(C(=O)OC)[C@H]2C1=O,-12,1.1
Cc1ccc2[nH]c(=O)c(C(c3nnnn3CC3CCCO3)N3CCc4ccccc4C3)cc2c1 (configuration not stated),74,0.26
COC(=O)[C@H]1C2CCC(C(=O)OC)(CC2)[C@H]1C(=O)OC,9,0.91
CC1(C)CNC(=O)c2sc(NC(=O)CN3CCOCC3)nc2C1,7,0.93
COCCN(C(=O)CN1CCc2ccccc2C1)c1c(N)n(Cc2ccccc2)c(=O)[nH]c1=O,7,0.93
CC(NC(=O)C1CCC1)c1ccccc1 (configuration not stated),-12,1.1
Cc1ccc(-n2nc3c(n2)/C(=N/O)CC/C3=N\O)cc1,0,1
C/C(=N\NC(=S)NCCc1ccccc1)c1ccc(C)cc1,6,0.94
CCOc1ccc(C2=NNC(c3cccs3)=Nc3ccc(OC)cc32)cc1OCC,8,0.92
CCOC(=O)C(C)n1cnc2sc(C)c(C)c2c1=O (configuration not stated),0,1
CCn1c(SCC(=O)OC)nnc1C1CCCCC1,5,0.95
C/C(=N/NC(N)=S)c1ccccc1[N+](=O)[O-],9,0.91
COc1cccc(C(=O)Nc2ccc3nc(N4CCN(c5ncccn5)CC4)cc(C)c3c2)c1OC,2,0.98
COC(=O)c1c(NC(=O)c2ccccc2)sc(Cc2ccccc2)c1C,0,1
Cc1cc(-c2c(C)[nH]n(-c3ccc(Cl)cc3)c2=O)n(-c2ccc(Cl)cc2)n1,7,0.93
COc1ccccc1NC(=O)CSc1nnc(-c2ccncc2)n1CC1CCCO1 (configuration not stated),2,0.98
OC(COc1ccc2ccccc2c1Br)Cn1cnc(-c2ccccc2)c1 (configuration not stated),14,0.86
Cc1ccc(S(=O)(=O)NNC(=O)C2CCN(Cc3ccccc3)CC2)cc1,6,0.94
CCOC(=O)c1c(-c2ccc(C)cc2)csc1NC(=S)NC(=O)c1ccccc1,12,0.88
CCOc1ccc(C2C(C#N)=C(N)Oc3nc[nH]c(=O)c32)cc1OC (configuration not stated),0,1
CC1N(C)c2cccc3cccc(c23)N1C,5,0.95
CC[C@]12c3[nH]c4cc(CCC(=O)N(C)C)ccc4c3CCN1C(=O)[C@@H](CC(=O)NCCCn1ccnc1)C[C@@H]2C(=O)N1CCN(C(=O)C2CC2)CC1,-11,1.1

# Gathered by group: the compounds so far containing a halogen (6)
SMILES,mouse IAP activators,mouse IAP activators Fold change
CC(NC(=O)Cc1ccc(F)cc1)c1ccccc1 (configuration not stated),-1,1
COc1ccc(CNC(=S)Nc2ccc(F)c(Cl)c2)cc1OC,-56,1.6
CNc1cnn(-c2ccccc2)c(=O)c1Cl,10,0.9
Cc1ccc(-c2ccc(/C=N\NC(=O)C3C(=O)NCC3c3ccccc3)o2)cc1Cl (configuration not stated),4,0.96
Cc1cc(-c2c(C)[nH]n(-c3ccc(Cl)cc3)c2=O)n(-c2ccc(Cl)cc2)n1,7,0.93
OC(COc1ccc2ccccc2c1Br)Cn1cnc(-c2ccccc2)c1 (configuration not stated),14,0.86

# More results
SMILES,mouse IAP activators,mouse IAP activators Fold change
Cc1ccc(C)c(NC(=O)CCNS(=O)(=O)c2ccc3[nH]c(=O)oc3c2)c1,82,0.18
O=C(NOCc1ccccc1)c1ccccc1,5,0.95
O=S(=O)(c1ccc(Cl)cc1)n1ccc2cccnc21,1,0.99
COc1ccc(C2/C=C\CN3CCC[C@H]3C(=O)N2Cc2ccc(F)cc2)cc1 (some centres not stated),5,0.95
COc1cc2c(cc1OC)-c1nncn1C(C)(C)C2,5,0.95
CCOc1ccc2cc(S(=O)(=O)N3CCOCC3)ccc2c1,16,0.84
Nc1nc(CN2CCc3ccccc3C2)nc(Nc2ccccc2)n1,4,0.96
O=C1CNC(=O)/C1=C/c1ccc(O)cc1,36,0.65
Cc1ccc(NP(=O)(Nc2ccc(C)cc2)Nc2ccc(C)cc2)cc1,-56,1.6
CC(C)CC(c1nnnn1Cc1ccccc1)N1CCC(C(N)=O)CC1 (configuration not stated),-1,1
CCC(Cc1ccccc1)NC(=O)CCn1cccc1 (configuration not stated),4,0.96
CC(=O)c1ccc2c(c1)C1C=CCC1C(C(=O)O)N2 (configuration not stated),59,0.41
CC(=O)Nc1ccccc1NC(=O)CC(C)(C)C,10,0.9
O=c1oc2ccccc2c2oc3cc(O)c(O)cc3c12,67,0.33
O=C(CCCC1=NS(=O)(=O)c2ccccc2N1)N1CCN(c2ccccc2)CC1,7,0.93
CC(=O)C1=C(O)C(=O)N(c2ccc(C(=O)O)cc2)C1c1ccccc1 (configuration not stated),8,0.92
Cc1ccc2c(CC(=O)NCc3ccc4c(c3)OCO4)coc2c1,-7,1.1
O=C(NCc1cccc2ccccc12)Nc1ccccc1,-74,1.7
CCc1c(C)sc(NC(=O)C2CCCO2)c1C#N (configuration not stated),13,0.87
C/C(=N\NS(=O)(=O)c1ccc(C)cc1)c1cccs1,8,0.92
CCN(CC)C(=O)[C@H]1C[C@H](CC(=O)NCCCn2ccnc2)C(=O)N2CCc3c([nH]c4ccc(Cl)cc34)[C@]12C,-2,1
COc1ccc(CC(NC(C)=O)C(=O)NC2CCN(C(=O)c3cnccn3)CC2)cc1 (configuration not stated),7,0.93
CCOC(=O)c1cc2sccc2n1CC(=O)Nc1ccc(OC)cc1,-2,1
COc1ccc(/C=N/N=C/c2ccc(OC)c(OC)c2)cc1OC,-7,1.1
CC[C@@H]1C(c2ccc(F)cc2)=NN(c2ccc(Br)cc2)[C@H]1C(=O)N1CCOC1=O,4,0.96
CCOc1nc(-c2ccc(C)cc2)ccc1-c1noc(COC)n1,8,0.92
Cc1nc(SCC(=O)c2c[nH]c3ccccc23)n[nH]1,10,0.9
COc1ccccc1C(=O)N1CCN=C1c1ccccc1,3,0.97
Cc1ccc(C2(C(F)(F)F)N=C3Sc4cc(C)ccc4N3C(=O)N2)cc1 (configuration not stated),5,0.95
Cc1cc(-c2ccccc2)n(-c2ccc(C(=O)NC(C)C)cc2)n1,0,1

# Individual results from the list:
# Cc1cc(-c2ccccc2)n(-c2ccc(C(=O)NC(C)C)cc2)n1 in mouse IAP activators has 0
# CCN(CC)C(=O)[C@H]1C[C@H](CC(=O)NCCCn2ccnc2)C(=O)N2CCc3c([nH]c4ccc(Cl)cc34)[C@]12C in mouse IAP activators Fold change has 1

# More results.
SMILES,mouse IAP activators,mouse IAP activators Fold change
COc1ccc(-c2c(C)cc3oc(=O)cc(-c4ccccc4)c3c2C)cc1OC,10,0.9
COc1cc(OC)cc(C(=O)N2CCC(N3CCN(c4ccccc4)CC3)CC2)c1,2,0.98
Cc1ccc(S(=O)(=O)Nc2cccnc2)cc1,-17,1.2
O=C(CN1C(=O)/C(=C/c2ccco2)SC1=S)NC1CCS(=O)(=O)C1 (configuration not stated),79,0.21
COc1cccc2sc(Nc3nc(-c4ccccn4)cs3)nc12,22,0.78
CCOC(=O)c1c(-c2cccs2)csc1NC(=O)c1ccco1,-1,1
Cc1cc(C)nc(/N=C(\N)Nc2ccc(C)c([N+](=O)[O-])c2)n1,11,0.89
Cc1ccnc(N=O)c1,7,0.93
COc1ccc(C(=O)Nc2ccc(-c3ccc(C)o3)cc2)cc1S(=O)(=O)N1CCOCC1,9,0.91
O=C(Nc1ccccc1C(=O)N1CCN(c2ccccc2)CC1)c1ccco1,-8,1.1
O=C(NCCN1CCOCC1)NC1(C(F)(F)F)Oc2ccccc2O1,15,0.85
O=S(CCc1ccncc1)Cc1ccccc1 (configuration not stated),0,1
Cc1cccc(NC(=S)NCc2ccc3[nH]c4c(c3c2)CCCC4)c1,-72,1.7
COc1ccc(-c2nn(C)c(=O)c3ccccc23)cc1NC(=O)Cn1nc(-c2ccccc2)c2ccccc2c1=O,-9,1.1
CN(C)S(=O)(=O)Oc1cccc(C(=O)Nc2ccccc2Cl)c1,0,1
Cc1ccc(C)c(N2CCN(C(=O)CCc3nc(-c4ccc(F)cc4)no3)CC2)c1,-3,1
Nc1cc(=O)[nH]c(=S)n1-c1ccccc1,-6,1.1
COc1ccc(CN2CC(COCc3ccccc3)Oc3ccccc3S2(=O)=O)cc1 (configuration not stated),-1,1
O=C1C=C(O)c2c(O)cc(O)c(O)c2C1=O,55,0.45
COc1ccc(NC(=O)CSc2nnc(C)n2Cc2ccccc2)cc1,-3,1
COc1ccc(N2C(=O)CCC(C(=O)NCc3cccnc3)C2c2ccc(OC)c(OC)c2)cc1 (configuration not stated),2,0.98
CN(c1cccc(NC(=O)Nc2cccc(Cl)c2)c1)S(C)(=O)=O,-147*,2.5*
CCNC(=O)COc1ccc2ccccc2c1,-4,1
Cc1ccc(S(=O)(=O)N2CCN(C)CC2)cc1-c1nnc2c3ccccc3c(C)nn12,-1,1
Cc1ccn2c(-c3csc(NCc4ccco4)n3)c(C)nc2c1,-10,1.1
C#CCOCCOCCOCCNc1nc(N2CCN(C(=O)CCCCCCCCCCNC(=O)[C@H](CCCCN)n3cc(CCO)nn3)CC2)nc(N2CCN(C(=O)CCCCCCCCCCNC(=O)[C@H](CCCN=C(N)N)n3cc(C[C@@H](C)CC)nn3)CC2)n1,-204*,3*
C=CCC(=O)OCCCCCCOc1ccc(C(=O)O)cc1,-8,1.1
CCOC(=O)c1c(CSC(=N)N)n(-c2ccc(C)cc2)c2cc(Br)c(OC(C)=O)cc12,7,0.93
CC(NC(=S)NC1CCCCC1)c1ccc(C(C)(C)C)cc1 (configuration not stated),-62,1.6
COc1cc(NC(=S)NCCC(c2ccccc2)c2ccccc2)cc(OC)c1,-228*,3.3*
COCCCNC(=O)C[C@H]1C[C@H](C(=O)N2CCCCC2)[C@@]2(CCc3ccccc3)c3[nH]c4cc(-c5ccco5)ccc4c3CCN2C1=O,-7,1.1
COC(=O)c1ccn(-c2nc(-c3ccco3)cc(C(F)(F)F)n2)n1,8,0.92
O=C(/C=C/c1c(Cl)cccc1Cl)n1cccn1,2,0.98
Nc1c(C(=O)N/N=C/c2cccnc2)oc2nc(-c3ccco3)cc(-c3ccco3)c12,41,0.59
O=C(CN1C(=O)NC(Cc2ccccc2)C1=O)NC(=O)NC1CCCCC1 (configuration not stated),-9,1.1
CCOC(=O)C1=NNC(C(=O)c2ccc(C)cc2)C1c1ccc(OC)cc1 (configuration not stated),-1,1
CCOC(=O)c1c(C)[nH]c(C)c1C(=O)CSc1nnc(-c2cc(OC)c(OC)c(OC)c2)o1,4,0.96
O=C(Nc1ccccc1)C1Cc2ccccc2CN1C(=O)c1ccco1 (configuration not stated),-3,1
CC(C)N(C(=O)[C@H]1C[C@H](CC(=O)NCCN2CCOCC2)C(=O)N2CCc3c([nH]c4cc(CCC(=O)N(C)C)ccc34)[C@]12C)C(C)C,2,0.98
Cc1ccc(SCC(=O)N2CC(C)OC(C)C2)cc1 (configuration not stated),-12,1.1
